Eya2 inh – Eya2 (human) phosphatase inhibition | Potency, µM (titrated, usually from 76.9 µM), inactives show at the top dose activity, negative = inhibition, usual class: inhibitors | recombinant Eya2, OMFP fluorescence dephosphorylation (OMFP is methylfluorescein phosphate) | O00167 | AID 488837 | 330,000 tested, 0.006% active; further: potency means the concentration at half of the fitted maximal effect; on the % scale 0 is the no-effect control and ±100 the full control effect
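Eya2 protein (added as 0.2 uM solution) was preincubated with compound for 10 min at ambient temperature in 50 mM HEPES pH 7.5, 50 mM NaCl, 5 uM MgCl2, 0.05% BSA, 1 mM DTT. OMFP (added at 50 uM) then reacted 10 min; fluorescence read at 485/525 nm.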
PTAP TSG101 blk – blocks PTAP/TSG101 interaction to inhibit HIV-1 budding. 340,000 tested, under 10 active. Fluorescence polarization, FITC-PTAP peptide / Tsg101 binding. Potency, µM (doses to about 115 µM), without a hit: at the highest dose activity change, negative = inhibition, usual class: inhibitors; active means well fitted inhibition curve with a large enough effect in the main read-out, with a control signal flat, not every such curve was filed as active; inconclusive means small, poorly fitted or top-dose-only effect, or effect the other way, or a change in a side signal; inactive means no such curve, though single readings can be large or run the other way; further: potency means the concentration at half of the fitted maximal effect; % of control where 0% means no effect
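Tsg101 binding domain (10 uM final) was mixed with compound and a FITC-labeled PTAP peptide (50 nM final) in HEPES pH 7.5 buffer with NaCl, Tween 20, EDTA and TCEP; fluorescence polarization was read after 20 min at r.t.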
USP2a inh – inhibitors of human ubiquitin-specific protease USP2a; O75604; 330,000 tested, 0.01% active; USP2 core, Ub-CHOP2 coupled fluorogenic reporter, 485/531; AID 463254; Potency, µM (top dose mostly 38.3 µM), without a hit: at the top dose activity change, negative = inhibition, most hits filed as inhibitors;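 further: potency means the concentration at half of the fitted maximal effect; plate controls were DMSO wells for no effect and full inhibition by NEM control for full effect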
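Deubiquitinase activity read as fluorescence (485/531 nm) after Ub-CHOP2 cleavage activates the enterokinase reporter on its substrate; USP2 core 10nM, Ub-CHOP2 and substrate 25nM each, 30min compound preincubation then 60min RT; data normalized to NEM, curves fitted.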
Mito fusion act – inhibitors of mitochondrial division or activators of mitochondrial fusion | S. cerevisiae fusion-defective mutant growth rescue, CellTiterGlo 48 h | AID 485298 | Potency, µM (series often up to 46.1 µM), inactives show at the top dose growth rescue (activation), hits mostly activators | 320,000 tested, 0.23% active;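 further: potency means the concentration at half of the fitted maximal effect; % of control where 0% means no effect; nearly all actives have a fitted effect of over 45% in size; temperature-sensitive fusion mutants such as fzo1-1 at 37 °C on non-fermentable ethanol glycerol medium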
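Temperature-sensitive fusion-defective S. cerevisiae (e.g. fzo1-1, mgm1-5) were grown with compound in YPEG medium (3% ethanol, 3% glycerol) for 48 hours at 37C. Growth rescue was measured as viability by CellTiterGlo luminescence after 10 minutes at ambient.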
TCR activator – activators of T cell receptors; primary human leukocytes, anti-CD3, IL-2 HTRF, 48 h; Potency, µM (series often up to 9.22 µM), for inactives: at the top dose activation of IL-2 secretion, most hits filed as activators; 330,000 tested, under 10 active; AID 504894; further: % of control where 0% means no effect
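IL-2 release read by HTRF sandwich (Eu cryptate donor, d2 acceptor, 665 nm emission) after 48 hr exposure of primary human leukocytes to compound together with anti-CD3 beads in the absence of co-stimulatory signals.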
Tb PFK block – inhibitors of T. brucei phosphofructokinase | O15648 | T. brucei PFK, ADP-Glo luminescence | Potency, µM (top dose mostly 57.5 µM), for inactives: top-dose activity, negative = inhibition, most hits filed as inhibitors | 330,000 tested, 0.17% active | AID 485367;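 further: potency means the concentration at half of the fitted maximal effect; 0% = uninhibited 1x PFK enzyme wells and -100% = no-enzyme wells; nearly all actives have a fitted effect of over 60% in size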
Target sequence (O15648 whole entry, looked up): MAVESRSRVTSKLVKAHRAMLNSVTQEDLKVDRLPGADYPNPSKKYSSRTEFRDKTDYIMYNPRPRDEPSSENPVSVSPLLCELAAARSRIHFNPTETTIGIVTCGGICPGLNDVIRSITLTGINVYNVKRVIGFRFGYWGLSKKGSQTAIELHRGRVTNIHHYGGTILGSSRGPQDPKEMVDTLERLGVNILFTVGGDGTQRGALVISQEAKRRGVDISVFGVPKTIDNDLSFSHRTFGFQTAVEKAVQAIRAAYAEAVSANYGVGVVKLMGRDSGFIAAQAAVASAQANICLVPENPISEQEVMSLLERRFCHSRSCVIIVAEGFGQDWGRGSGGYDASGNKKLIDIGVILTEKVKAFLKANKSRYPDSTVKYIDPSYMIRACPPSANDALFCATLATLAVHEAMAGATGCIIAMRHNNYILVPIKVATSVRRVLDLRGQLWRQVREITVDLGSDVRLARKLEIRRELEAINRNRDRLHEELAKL
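ADP-Glo luminescence quantified ADP after 45 min at room temperature, with 1.25 nM T. brucei PFK, 0.1 mM ATP and 0.5 mM fructose-6-phosphate in pH 8.0 TEA buffer. qHTS titrations up to 57 µM; curves classified by quality.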
BCR signal inh – chronic active BCR signaling inhibition. ABC-DLBCL IkBa-CBG/CBR reporter, luminescence ratio, 4 h. Potency, µM (titrated, usually from 46.1 µM), without a hit: at the highest dose ratio change, negative = lower green/red ratio, actives largely listed as inhibitors. 340,000 tested, 0.05% active. AID 493014; active means well fitted inhibition curve with a large enough effect in the signal ratio, with a control signal flat, not every such curve was filed as active; inconclusive means small, poorly fitted or top-dose-only effect, or effect the other way, or a change in a side signal; the % refers to the signal ratio;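 further: potency means the concentration at half of the fitted maximal effect; plate controls were basal doxycycline-induced cells for no effect and cells given 10 µM MG132 for full effect; MG132 reads +100%, hits lower the ratio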
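Cell line TMD8 (human ABC DLBCL), stably expressing tet-inducible CBG68-IkBa fusion and CBR; IMDM/0.5% FBS; cpd up to 46 uM; dox induction, 4 h, 37C/5% CO2; dual luminescence; green/red ratio; MG132 control.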
uPA generation – cell surface uPA generation inhibition. cell surface uPA generation assay, qHTS. Potency, µM (series often up to 38.3 µM), for the others: top-dose activity change, negative = inhibition, hits mostly inhibitors. 330,000 tested, 0.31% active; active means well fitted inhibition curve with a large enough effect; inconclusive means small, poorly fitted or top-dose-only effect; inactive means no such curve, though single readings can be large or run the other way; tested in mouse RAW 264.7 cells; further: potency means the concentration at half of the fitted maximal effect; on the % scale 0 is the no-effect control and ±100 the full control effect; nearly all actives have a fitted effect of over 55% in size
B2AR arrestin – agonists driving beta-arrestin recruitment to human beta2-adrenergic receptor; 330,000 tested, 0.02% active; Potency, µM (highest dose often 46.1 µM), for inactives: top-dose activation, hits mostly activators; P07550; beta-arrestin recruitment to beta2AR, cell-based reporter;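 further: potency means the concentration at half of the fitted maximal effect; 0% = DMSO controls and full agonism = EC100 isoproterenol or metaproterenol; nearly all actives have a fitted effect of over 65% in size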
Target sequence (P07550 whole entry, looked up): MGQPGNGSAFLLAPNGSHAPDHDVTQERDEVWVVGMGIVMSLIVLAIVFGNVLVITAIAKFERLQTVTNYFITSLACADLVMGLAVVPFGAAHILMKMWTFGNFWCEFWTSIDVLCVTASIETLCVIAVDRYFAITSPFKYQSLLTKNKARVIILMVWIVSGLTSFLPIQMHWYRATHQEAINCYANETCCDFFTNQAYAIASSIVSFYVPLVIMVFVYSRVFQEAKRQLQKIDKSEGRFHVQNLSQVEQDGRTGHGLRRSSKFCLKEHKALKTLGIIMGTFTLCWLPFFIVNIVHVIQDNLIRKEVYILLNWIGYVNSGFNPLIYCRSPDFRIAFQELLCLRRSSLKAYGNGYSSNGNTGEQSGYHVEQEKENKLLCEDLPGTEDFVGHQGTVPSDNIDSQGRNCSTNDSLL
TSHR antagonist – human thyrotropin receptor antagonism | 330,000 tested, 0.2% active | activity change, negative = inhibition, % at 11.5 µM | P16473 | TSHR-expressing cells, TSH-stimulated cAMP HTRF, 2 h; hits give low values;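 active means activity change below a set negative limit, meaning inhibition stronger than a set level, cut at about -70% in these data; inconclusive means activity change between two set negative limits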; further: on the % scale 0 is the no-effect control and ±100 the full control effect
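Freshly harvested TSHR cells receive pin-tooled compound, then EC80 TSH at 4nM final. After 2 hours at 37 deg C, antibody in lysis buffer and cAMP-d2 are added; 30 minutes at ambient temperature precede the HTRF read.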
ELG1 DNA repair – blocks ELG1-dependent DNA repair in HEK293T cells; Potency, µM (titrated, usually from 46.1 µM), without a hit: at the top dose activity change, negative = inhibition, most hits filed as inhibitors; HEK293T ELG1-luciferase reporter, luminescence, 16 h; DNA damage induced by 5-fluorouridine; 330,000 tested, 2.3% active; AID 504467; further: potency means the concentration at half of the fitted maximal effect; on the % scale 0 is the no-effect control and ±100 the full control effect; nearly all actives have a fitted effect of over 55% in size
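5-Fluorouridine DNA damage + compound/DMSO, 2,000 cells/well, 16 h, 37 °C/5% CO2. ONE-Glo, 30 min RT, luminescence. Readout = decrease in reporter signal.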
* marks the source's active call; other numbers are inactive results; ? = inconclusive; / = no result given; [ ] = another dose, or the depositor's remark. Unless noted, the call rests on the fitted dose curve; in most records, active means well fitted curve in the direction sought with a large enough effect; inconclusive means small, poorly fitted or top-dose-only effect, or another doubt; inactive means no such curve, though single readings can be large; an effect the other way counts as inactive or inconclusive.

SMILES | Eya2 inh | PTAP TSG101 blk | USP2a inh | Mito fusion act | TCR activator | Tb PFK block | BCR signal inh | uPA generation | B2AR arrestin | TSHR antagonist | ELG1 DNA repair
CC(CCc1ccccc1)NC(=O)COC(=O)c1cc(NS(=O)(=O)c2ccc(Cl)c([N+](=O)[O-])c2)ccc1O (stereo unspecified) | 16% | -4% | -7% | -4% | -1%[46.1 µM] | 0% | ? | -9% | 3.0% | -25 | 8%
Cc1nnc(NC(=O)c2cc(S(=O)(=O)N3CCCCC3)ccc2Cl)s1 | 13% | 1% | 0% | 3% | -5% | -1% | ? | 0% | -0.3% | -8 | -8%
Clc1ccc(OCc2noc(-c3ccsc3)n2)c(Cl)c1 | 4% | -9% | 1% | -1% | 0% | -3% | 2% | 4% | -0.2% | -11 | ?
CCN(CC(=O)Nc1ccc(NC(C)=O)cc1)C(=O)c1c(-c2c(F)cccc2Cl)noc1C | -7% | / | 3% | 2% | 0% | -25% | ? | -28% | -1.2% | 1 | -8%
COCCN(C(=O)c1ccc(-c2ccc(Cl)cc2)o1)c1c(N)n(CC(C)C)c(=O)[nH]c1=O | -5% | -5% | 0% | -1% | 2% | 0% | 15% | -17% | 2.7% | 4 | 5%
CC(=O)c1ccc(N(C(=O)Cn2nnc(-c3ccccc3)n2)C(C(=O)NC2CCCCC2)c2ccccn2)cc1 (stereo unspecified) | 3% | 1% | 1% | -1% | 1%[46.1 µM] | 0% | ? | -3% | -1.4% | 0 | -1%
CCC(=O)Nc1nnc(-c2ccc(OC)cc2)o1 | -3% | 0% | 4% | -6% | -2% | -1% | ? | -23% | -0.1% | -3 | ?
Cc1cccc(C(=O)Nc2ccccc2C(=O)NCc2cccnc2)c1 | 0% | -8% | 2% | -1% | -2% | 7% | 7% | -5% | -1.2% | 1 | 13%
CCCn1c(SCC(=O)NC2CCCC2)nnc1-c1ccccn1 | -1% | 3% | -8% | 1% | 3% | -1% | 0% | 11% | 0.1% | 10 | -3%
Cc1onc(-c2ccccc2Cl)c1C(=O)Nc1ccc(S(=O)(=O)N2CCCC2)cc1 | 3% | 0% | -13% | 7% | -3% | 4% | -11% | -27% | 0.2% | -15 | -12%
Cc1nnc(NC(=O)C(c2ccccc2)c2ccccc2)s1 | 5% | -3% | 0% | -11% | 2% | -2% | -19% | 1% | -0.9% | 23 | 21%
CC(OC(=O)[C@H](C)NC(=O)c1ccccc1Cl)C(=O)NCc1ccc2c(c1)OCO2 (stereo partly specified) | 27% | -2% | 2% | 4% | -62% | -9% | -1% | -5% | 0.2% | 3 | -2%
Cc1ccccc1N1C(=O)c2cccc([N+](=O)[O-])c2C1=O | -9% | -1% | 2% | -6% | -4% | 0% | 6% | 1% | -0.4% | -14 | 0%
CCOC(=O)c1cnc2ncnn2c1N | 4% | -3% | -2% | 6% | 1% | 0% | 0% | 10% | 0.1% | -3 | 14%
CCN(CC(=O)NCc1cccs1)C(=O)c1ccc(OC)c(S(=O)(=O)N2CCOCC2)c1 | 19% | -2% | 2% | 0% | 3% | 4% | 6% | 9% | -0.1% | 64 | 12%
Oc1ccc(Br)cc1-c1cc(-c2ccccc2F)[nH]n1 | -3% | -4% | 2% | 28% | -1% | 1% | 7% | 0% | 0.2% | -2 | -20%
COc1ccc(CCNC(=O)Cn2cnc3c(cnn3C(C)(C)C)c2=O)cc1OC | 14% | -6% | 0% | -4% | 5% | 0% | 0% | 8% | -0.1% | -2 | -5%
O=C1CCC(=O)N1c1nc2nc(-c3ccccc3)cc(-c3ccccc3)n2n1 | 0% | 2% | 2% | 5% | 3% | 1% | 1% | -3% | 0.1% | -8 | -2%
CC(=O)Nc1ccc(S(=O)(=O)N2CCC(C(=O)NC3CC3)CC2)cc1 | 1% | 1% | 1% | 0% | 1% | 1% | -1% | 5% | -1.6% | 0 | 2%
O=c1cc(-c2cccc(F)c2)[nH]c2ccccc12 | 5% | -2% | 1% | -3% | 6% | 6% | 21µM* | ? | -0.2% | -7 | -1%

(more compounds)
SMILES | Eya2 inh | PTAP TSG101 blk | USP2a inh | Mito fusion act | TCR activator | Tb PFK block | BCR signal inh | uPA generation | B2AR arrestin | TSHR antagonist | ELG1 DNA repair
c1ccc2oc(Cc3ccc(Cc4nc5ccccc5o4)cc3)nc2c1 | -2% | -5% | -1% | 0% | 0%[46.1 µM] | 0% | -10% | -5% | 0.1% | -15 | ?
COc1ccc2nc(C)cc(N3CCN(S(=O)(=O)c4ccccc4F)CC3)c2c1 | 5% | 0% | -4% | 7% | -7% | 11% | 1% | -7% | 0.1% | -50 | ?
COc1ccc2c(c1)c(C(C)=O)c(C)n2CCc1ccc(OC)c(OC)c1 | -3% | -1% | -1% | -6% | 2% | 2% | ? | 16% | -0.4% | -7 | 1%
COc1cc(/C=C/C(=O)OCC(=O)N2c3ccccc3NC(=O)C2(C)C)cc(OC)c1OC | -6% | 0% | -2% | -4% | 3% | 0% | ? | -19% | 0.0% | -22 | 10µM*
O=C(NCCC1=CCCCC1)C(=O)NCC1OCCCN1S(=O)(=O)c1ccc(F)cc1 (stereo unspecified) | -2% | 1% | 0% | 12% | 6% | -10% | 0% | 0% | -0.4% | -22 | -20%
Cc1cc(C)cc(NC(=O)CN2C(=O)NC(C)(c3ccccc3)C2=O)c1 (stereo unspecified) | -32% | -1% | 5% | 0% | -2% | 1% | 3% | 3% | -0.2% | -1 | 4%
Cc1ccc(S(=O)(=O)NNC(=O)C2Cc3c(ccc4ccccc34)O2)cc1 (stereo unspecified) | 6% | -1% | 3% | 11% | -1% | 7% | ? | -2% | -0.4% | 5 | -6%
O=C(NCCO)c1scc2c1OCCO2 | 8% | -1% | 2% | -2% | 6% | 2% | -6% | 3% | -0.1% | 0 | ?
Cc1cc(NC(=O)CSc2nnnn2-c2ccc(C)c(Cl)c2)no1 | -2% | -2% | 1% | -2% | -74% | 0% | 0% | 2% | -0.9% | -7 | 3%
O=C(Nc1ccccc1Cl)C1CCCN1C(=O)OCc1ccccc1 (stereo unspecified) | 3% | -1% | 2% | 1% | -7% | 0% | 8% | -1% | 0.2% | 16 | -1%
CC1(C)C(=O)Nc2ccccc2N1C(=O)COC(=O)c1cc(S(=O)(=O)N2CCOCC2)ccc1F | -10% | -1% | -1% | -4% | -1% | 6% | 9% | -3% | 0.0% | 1 | 4%
CCN(CC)c1nc(Oc2ccc(C(=O)NN)cc2)nc(Oc2ccc(C(=O)NN)cc2)n1 | 2% | -7% | 3% | 9% | 0% | 2% | ? | 2% | -0.2% | 2 | 6%
C/C(CCN1CCc2nc(-c3ccccc3)c(-c3ccccc3)cc2C1)=N\OC[C@@H](C)[C@H](OCc1ccccc1)C(C)C | 1% | -2% | -1% | 1% | 8% | -3% | ? | -11% | -1.0% | 3 | 1%

Retrieved one by one from the list above, three records:
SMILES | Eya2 inh | PTAP TSG101 blk | USP2a inh | Mito fusion act | TCR activator | Tb PFK block | BCR signal inh | uPA generation | B2AR arrestin | TSHR antagonist | ELG1 DNA repair
O=C(NCCC1=CCCCC1)C(=O)NCC1OCCCN1S(=O)(=O)c1ccc(F)cc1 (stereo unspecified) | -2% | 1% | 0% | 12% | 6% | -10% | 0% | 0% | -0.4% | -22 | -20%
O=C(Nc1ccccc1Cl)C1CCCN1C(=O)OCc1ccccc1 (stereo unspecified) | 3% | -1% | 2% | 1% | -7% | 0% | 8% | -1% | 0.2% | 16 | -1%
CCN(CC)c1nc(Oc2ccc(C(=O)NN)cc2)nc(Oc2ccc(C(=O)NN)cc2)n1 | 2% | -7% | 3% | 9% | 0% | 2% | ? | 2% | -0.2% | 2 | 6%

Hits appear at their usual frequency. Share with any hit: about 3%.
